GLP1R cytotox = qHTS of GLP-1 Receptor Inverse Agonists: Cytotox Screen. HEK293 cAMP-luciferase reporter cells, luminescence, 24 h. Potency, µM (doses to about 38.3 µM), for inactives: at the top dose activity change, negative = inhibition, hits mostly inhibitors. 410,000 tested, 0.13% active;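 also: loss of luciferase light is scored as toxicity; potency is read from the fitted curve at half-maximal effect; % is scaled to controls: 0 for no effect and ±100 for the full control effect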
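To flag toxic compounds, the library was rerun on cells for 24 hr at 37 deg C and 5% CO2. Viability-linked luminescence was captured 12 min after adding luciferase detection reagent.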
MmCpn inh = Inhibitors of TCP-1 ring complex (TRiC) of Methanococcus maripaludis (MmCpn): qHTS; Chaperonin Mm-Cpn (Methanococcus maripaludis); purified Mm-Cpn ATPase, ADP Transcreener TR-FRET; Potency, µM (series often up to 76.9 µM), without a hit: at the highest dose activity, negative = inhibition, most hits filed as inhibitors; 330,000 tested, 0.031% active; also: potency is read from the fitted curve at half-maximal effect; % is scaled to controls: 0 for no effect and ±100 for the full control effect; nearly all actives have a fitted effect of over 80% in size
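Quantitative HTS used 25 nM Mm-CPN and 10 uM ATP in magnesium/KCl Tris buffer, pH 7.4, with 1 mM DTT. Hydrolysis ran 30 min at 37°C; ADP was read by HTRF.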
GLP-1R inv ag = qHTS of GLP-1 Receptor Inverse Agonists (Inhibition Mode). Glucagon-like peptide 1 receptor (Homo sapiens), P43220. HEK293 GLP-1R CRE-luciferase, luminescence, 24 h; GLP-1R form is constitutively active. Potency, µM (top dose mostly 38.3 µM), inactives show at the highest dose activity change, negative = inhibition, hits mostly inhibitors. 410,000 tested, 1.6% active. AID 624417, 2012; also: potency is read from the fitted curve at half-maximal effect; % is scaled to controls: 0 for no effect and ±100 for the full control effect; nearly all actives have a fitted effect of over 55% in size
Target sequence (P43220 whole entry, looked up): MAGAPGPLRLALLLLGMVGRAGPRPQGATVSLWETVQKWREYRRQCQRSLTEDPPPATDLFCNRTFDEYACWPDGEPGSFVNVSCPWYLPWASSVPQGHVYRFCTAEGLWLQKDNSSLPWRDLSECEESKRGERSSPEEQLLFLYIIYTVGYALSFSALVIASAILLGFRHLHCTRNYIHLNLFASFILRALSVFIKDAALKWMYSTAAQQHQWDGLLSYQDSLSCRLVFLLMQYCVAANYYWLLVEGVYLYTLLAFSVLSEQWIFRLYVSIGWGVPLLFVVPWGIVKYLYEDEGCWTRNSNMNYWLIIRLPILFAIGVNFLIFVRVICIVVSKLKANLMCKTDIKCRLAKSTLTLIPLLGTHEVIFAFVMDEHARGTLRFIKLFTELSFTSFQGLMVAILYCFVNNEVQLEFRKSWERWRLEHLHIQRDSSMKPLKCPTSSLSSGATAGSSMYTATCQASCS
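Inverse agonists were sought by their lowering of basal cAMP reporter luciferase output in HEK293 cells stably carrying constitutively active human GLP-1R, after 24 h compound treatment.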
PTHR1 ag = qHTS for PTHR1 Agonists: Primary Screen. Parathyroid hormone/parathyroid hormone-related peptide receptor (Homo sapiens), Q03431. Potency, µM (series often up to 115 µM), for the others: at the highest dose activation, most hits filed as activators. 410,000 tested, 0.075% active. HEK293 GP2 PTHR1 cells, GloSensor cAMP luminescence, 1 h; also: potency is read from the fitted curve at half-maximal effect; nearly all actives have a fitted effect of over 55% in size; some results filed as inactive show a strong effect at the top dose; inactives centre near -15; many of its hits are not listed in these tables
Target sequence (Q03431 whole entry, looked up): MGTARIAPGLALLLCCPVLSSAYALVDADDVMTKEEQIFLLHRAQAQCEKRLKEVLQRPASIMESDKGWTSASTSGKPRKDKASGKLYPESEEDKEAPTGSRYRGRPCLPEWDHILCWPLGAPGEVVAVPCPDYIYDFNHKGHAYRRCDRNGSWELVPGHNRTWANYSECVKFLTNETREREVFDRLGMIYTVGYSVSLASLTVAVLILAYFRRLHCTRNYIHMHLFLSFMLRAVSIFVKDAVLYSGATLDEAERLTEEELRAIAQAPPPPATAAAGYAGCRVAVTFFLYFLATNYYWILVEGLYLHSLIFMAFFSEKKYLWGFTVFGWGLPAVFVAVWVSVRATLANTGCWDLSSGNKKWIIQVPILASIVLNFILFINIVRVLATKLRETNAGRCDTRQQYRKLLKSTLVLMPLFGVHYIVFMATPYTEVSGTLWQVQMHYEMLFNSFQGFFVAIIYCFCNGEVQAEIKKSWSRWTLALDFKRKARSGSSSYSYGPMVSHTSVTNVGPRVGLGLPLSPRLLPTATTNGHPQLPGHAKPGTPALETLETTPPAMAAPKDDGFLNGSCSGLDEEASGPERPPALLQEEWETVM
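HEK-293-derived GP2 cells expressing PTHR1 and a GloSensor cAMP reporter, 3,000/well, plated overnight, given luciferin plus IBMX (each 0.5 mM as added) for 1 h at 37 °C, then compound for 1 h at 37 °C. Luminescence was read after 15 min at room temperature.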
pAkt inh = HTS Assay for Inhibitors of Akt Phophorylation: Primary Screen; Neuro2A IGF-stimulated pAkt S473 HTRF, 20 min; stronger effect = lower value; activity change, % for hits at 50 µM; 360,000 tested, 0.32% active; AID 651550, 2012; in the data active = activity change below about -80%; inconclusive = mostly about -51% to -80%; also: % is scaled to controls: 0 for no effect and ±100 for the full control effect
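Single-point screen (50 µM final compound) in Neuro2A cells stimulated 20 min with 6 nM IGF at 37 deg C. After lysis, Ser473-phosphorylated Akt read by HTRF (ex 330 nm, em 615/665 nm) as the 665/615 ratio.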
aSyn rescue = qHTS of alpha-syn Inhibitors. Yeast expressing alpha-synuclein, growth rescue, BacTiter-Glo, 24 h. Potency, µM (series often up to 46.1 µM), for the others: top-dose growth rescue (activation), most hits filed as activators. 370,000 tested, 0.14% active. AID 652106, 2013; also: potency is read from the fitted curve at half-maximal effect; % of control where 0% means no effect; nearly all actives have a fitted effect of over 65% in size
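Rescue of yeast growth: cells expressing toxic alpha-synuclein, induced in galactose at OD600 0.02, incubated with compound 24 h at 30 C. ATP luminescence quantified growth; inhibitors of toxicity appear as activators.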
TDP-43 yeast inh = qHTS of TDP-43 Inhibitors. TDP-43 expressing yeast growth rescue, BacTiter-Glo, 24 h. Potency, µM (top dose mostly 46.1 µM), without a hit: top-dose growth rescue (activation), most hits filed as activators. 410,000 tested, 1.8% active. AID 652104, 2013; also: potency is read from the fitted curve at half-maximal effect; % of control where 0% means no effect; nearly all actives have a fitted effect of over 50% in size
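Yeast expressing TDP-43 (pregrown in raffinose, seeded at OD600=0.02 in galactose medium) exposed to compounds 24 hr at 30 deg C. Growth read by BacTiter-Glo luminescence; rescue of toxicity appears as increased signal.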
Abeta yeast res = qHTS for compounds that reverse cellular toxicity of Amyloid beta (A-beta) peptide in yeast: Primary Screen | yeast expressing A-beta42, growth rescue, OD600, 48 h; response scale: 0% DMSO, 100% iron-clioquinol control | Potency, µM (doses to about 46.1 µM), for the others: at the highest dose growth rescue, actives largely listed as activators | 410,000 tested, 0.063% active | AID 1347071, 2019; also: potency is read from the fitted curve at half-maximal effect; nearly all actives have a fitted effect of over 55% in size
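Yeast growth medium received pinned compounds, then yeast cells expressing toxic A-beta were added; plates incubated at 30 C for 48 hr. Growth read as absorbance at 600 nm, normalized to DMSO and equimolar FeCl3 plus clioquinol controls.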
FUS suppressor = qHTS for Suppressors of FUS Proteinopathy: Primary screen using FUS-linked yeast assay. S. cerevisiae FUS-expressing, growth rescue, OD600, 24 h. Potency, µM (titrated, usually from 76.6 µM), inactives show at the top dose growth rescue (activation), most hits filed as activators. 390,000 tested, 0.24% active;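 also: potency is read from the fitted curve at half-maximal effect; plate controls were DMSO vehicle for no effect and reference control for full effect; nearly all actives have a fitted effect of over 55% in size; some results filed as inactive show a strong effect at the top dose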
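Cultures pregrown in 2.5% raffinose medium are shifted to minimal medium containing 2% galactose to express toxic FUS. Compounds are tested at several concentrations. After 24hr at 30C, growth is quantified at 600 nm absorbance.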
* marks the source's active call; other numbers are inactive results; i = inactive; u = inconclusive; x = not tested or not shown; [ ] = another dose, or the depositor's remark. Unless noted, calls follow the shape of the dose curve; as a rule, active = well fitted curve in the direction sought with a large enough effect; inconclusive = small, poorly fitted or top-dose-only effect, or another doubt; inactive = no such curve, though single readings can be large; an effect the other way counts as inactive or inconclusive. Only part of the results is shown, so the mix of outcomes need not match the whole.

mol	GLP1R cytotox	pAkt inh	MmCpn inh	GLP-1R inv ag	Abeta yeast res	aSyn rescue	FUS suppressor	TDP-43 yeast inh	PTHR1 ag
COc1ccccc1NC(=O)CN1CCN(CC(=O)Nc2ccc(Cl)c(C(F)(F)F)c2)CC1	u	i	-2%	4µM*	-31%[inhibitor]	-19%	28%	7%	-20%
O=C(NCc1cn2ccsc2n1)Nc1ccc(Cl)cc1	0%	i	2%	18%	-4%	-4%	2%	-5%	i
CCOc1ccccc1NC(=S)NCc1ccccc1	u	i	-1%	u	u	-3%	-1%	29%	-24%
COc1ccc(CNC[C@H]2O[C@@H](n3ccc(=O)[nH]c3=O)[C@H](O)[C@@H]2O)cc1	3%	i	x	22%	-10%	-10%	-16%	17%	i
COc1ccc(C2=NN(C(=O)CCC(=O)O)C(c3cccs3)C2)cc1OC (configuration not stated)	-3%	i	3%	36%[activator]	13%	-3%	5%	-6%	-9%
CCCCC(=O)NC(c1cccs1)c1cc(Cl)c2cccnc2c1O (configuration not stated)	-8%	i	-4%	u	u	22µM*	-9%	0%	i
O=C(COc1ccc(Cl)cc1)NCCCNC(=O)c1cnccn1	-17%	i	-7%	11%	-4%	-20%	12%	-17%	-4%
Nc1nc(-c2ccc(Cl)cc2)nn1C(=O)c1cccnc1	-6%	i	1%	6%	13%	-1%	12%	-8%	-7%[57.5 µM]
Cc1ccc(NC(=O)COC(=O)CNC(=O)c2ccc(Cl)cc2Cl)cc1S(=O)(=O)N1CCOCC1	2%	i	0%	5%	4%	0%	8%	4%	i
COc1ccc(C(=O)OCC(=O)Nc2sccc2C(N)=O)cc1OC	3%	i	u	37%[activator]	9%	0%	12%	-6%	i
Cc1cn([C@H]2C[C@H](O)[C@@H](/C=C/C(=O)NCCc3ccc(S(N)(=O)=O)cc3)O2)c(=O)[nH]c1=O	-3%	i	x	31%[activator]	-11%	1%	0%	17%	-11%
COc1ccc(C2OCC3(CO2)SC(=O)NC3=O)cc1OC (configuration not stated)	-6%	i	0%	29%	10%	6%	-2%	-9%	-2%
CCC1S/C(=C(\C#N)C(=O)NCc2ccco2)N(c2ccc(Br)cc2)C1=O (configuration not stated)	-12%	-107%*	-11%	-29%	9%	-5%	9%	2%	-24%[57.5 µM]
c1ccc2sc(NC3=NCN(CC4CCCO4)CN3)nc2c1 (configuration not stated)	-6%	i	3%	-5%	-2%	3%	6%	-16%	i
CCc1cc2c(-c3ccccc3)cc(=O)oc2c(CN2CCOCC2)c1O	153%[activator]	i	1%	2%	1%	13%	3%	3%	-12%
O=C([C@H](Cc1ccccc1)NS(=O)(=O)c1ccc(Cl)cc1)N1CC[C@@]2(O)CCCC[C@H]2C1	-14%	i	0%	u	17%	4%	20%	22%	-57%[inhibitor][57.5 µM]
C[C@H](CO)N1C[C@H](C)[C@H](CN(C)S(C)(=O)=O)OCc2cnnn2CCCC1=O	2%	i	x	6%	13%	9%	-7%	u	i
CN(Cc1cn(-c2ccccc2)nc1-c1ccc(Cl)cc1)C(=O)CCC(=O)O	-7%	i	1%	9%	3%	2%	x	13%	-12%
C=CCN1C(=O)N/C(=C/c2ccc(C)o2)C1=O	2%	i	1%	4%	-16%	15%	-10%	14%	-15%
CS(=O)(=O)c1cnc(-c2ccccc2)nc1Oc1ccc(Cl)cc1	2%	i	1%	27%	7%	1%	-7%	-5%	i
CC(C)(C)c1ccc(OCCCN2CCCC2)cc1	3%	i	0%	u	3%	-5%	-25%	7%	-17%
COC(=O)c1ccc(C(=O)OC)c(NC(=O)N2c3ccccc3Sc3ccccc32)c1	3%	i	3%	-9%	2%	-1%	-9%	2%	i
CCOCC(O)CNc1ccccc1 (configuration not stated)	1%	i	2%	0%	-18%	-13%	x	-3%	-15%
O=C(CCCCn1c(=O)[nH]c2ccccc2c1=O)N1CCN(c2ncccn2)CC1	6%	i	2%	-15%	4%	2%	-9%	15%	-20%
C=CCNC(=O)N1CCC(n2nccc2NC(=O)CCCc2ccccc2)CC1	-3%	i	-1%	17%	-11%	-2%	6%	-5%	78%

The closing 2 compounds of the section above are carried over, then new ones follow.
mol	GLP1R cytotox	pAkt inh	MmCpn inh	GLP-1R inv ag	Abeta yeast res	aSyn rescue	FUS suppressor	TDP-43 yeast inh	PTHR1 ag
O=C(CCCCn1c(=O)[nH]c2ccccc2c1=O)N1CCN(c2ncccn2)CC1	6%	i	2%	-15%	4%	2%	-9%	15%	-20%
C=CCNC(=O)N1CCC(n2nccc2NC(=O)CCCc2ccccc2)CC1	-3%	i	-1%	17%	-11%	-2%	6%	-5%	78%
COc1ccc(C(=O)CCN2CCCCCC2)cc1	1%	i	u	2%	-31%[inhibitor]	0%	20%	-20%	-12%[57.5 µM]
Cc1noc(C)c1-c1ccc(C(=O)NCc2ccccc2)c2occc12	-10%	i	x	-15%	-27%	-1%	34%	u	-25%
CC1(Oc2cccnc2Cl)CCN(Cc2ccc(OC(F)(F)F)cc2)C1 (configuration not stated)	5%	i	x	-1%	-12%	1%	-6%	11%	-12%
CCc1nnc(NS(=O)(=O)c2ccc(NC(=S)NC(=O)/C=C/c3ccc(OC)cc3)cc2)s1	-4%	i	1%	16%	0%	-5%	x	2%	-12%
CCOc1ccc(CNC(=O)C2CCCN(S(=O)(=O)N3CC(C)CC(C)C3)C2)cc1OC (configuration not stated)	-2%	i	2%	u	-7%	0%	28%	-7%	i
c1ccc(-n2nnnc2SCc2cn3cccnc3n2)cc1	5%	i	0%	0%	8%	2%	13%	-7%	i
CCOc1ccc2nc(NC(=S)NCc3ccccc3)sc2c1	u	i	-5%	0%	-13%	-4%	17%	-13%	i
O=S(OCCN1CCOCC1)C(c1ccccc1)c1ccccc1 (configuration not stated)	-15%	i	x	-9%	-5%	1%	-1%	-4%	i
Cc1cccc(OCC(=O)OCc2cc(=O)n3nc(C4CCCCC4)sc3n2)c1	2%	x	x	20%	-24%	x	13%	-7%	-5%
COc1ccc(C(=O)NCCc2sc(-c3cccc(F)c3)nc2C)cc1	-28%	x	x	u	-12%	x	u	22µM*	-40%[inhibitor]
CN(C)/C=C(\C(=O)c1cccc(Cl)c1)c1nnnn1-c1ccccc1	9%	i	0%	3%	-17%	0%	35%	2%	-4%
CCC(=O)Nc1ccc(CCC(=O)N2CCCC2)cc1	4%	i	-2%	14%	-6%	0%	-18%	10%	-8%
CCOC(=O)C1=CN(CC)S(=O)(=O)NC1c1ccc(F)c(Cl)c1 (configuration not stated)	-2%	i	2%	-17%	4%	3%	-5%	14%	-11%
COc1ccc(N2CC(NC(=O)C3CCCC3)CC2=O)cc1OC (configuration not stated)	2%	x	x	11%	-8%	x	12%	4%	-21%
O=C(C[C@H]1C[C@@H]2c3cc(NC(=O)c4cccnc4)ccc3O[C@@H]2[C@H](CO)O1)NCc1ccncc1	-1%	i	x	5%	-10%	0%	-20%	7%	-10%
CCCOc1ccc(Cn2c(=O)oc3ccc(C)cc32)cc1OC	-15%	i	1%	u	-5%	0%	9%	-1%	-6%
Cc1nnc(NC(=O)C(C)Sc2nncn2C)s1 (configuration not stated)	1%	i	4%	-11%	6%	1%	-23%	-3%	i
CCC(C)C(=O)Nc1c2c(nc3c1CCC3)CCCC2 (configuration not stated)	1%	-101%*	-1%	15%	-1%	-6%	27%	5%	-3%[57.5 µM]
O=C(CNCCO)Nc1ccc(F)c(Cl)c1	9%	i	1%	-6%	-17%	1%	8%	-17%	-20%
COc1cccc(Cn2nnc(C(=O)NCc3ccc(Cl)cc3Cl)c2N)c1	1%	x	x	-1%	-2%	x	-12%	16%	-33%[inhibitor]
O=C(Nc1nnc(C2CCCCC2)s1)c1ccc(Br)s1	-5%	i	0%	40%[activator]	-1%	2%	-6%	-4%	-19%[57.5 µM]
CCN(CC)C(=O)c1sc2c(c1C)c(=O)n(Cc1ccccc1)c(=O)n2CC(=O)Nc1ccc(OC)cc1	-1%	x	x	-11%	-82%[inhibitor]	x	u	10%	i
Cc1ccc(S(=O)(=O)Nc2cc(=O)[nH]c(SCC(=O)Nc3cccc(C(F)(F)F)c3)n2)cc1	5%	i	-3%	2%	-11%	0%	-16%	3%	i
COC(=O)c1ccc2nc(-c3ccccc3)c(Cc3ccc(C)cc3)n2c1	1%	i	x	-7%	-10%	6%	25%	13µM*	-43%[inhibitor]
CCn1nc(C(C)C)cc1C(=O)N1CCCC(CO)(Cc2ccc(F)cc2F)C1 (configuration not stated)	-4%	i	-2%	u	8%	2%	1%	0%	-12%
Cc1ccc(Nc2cc(C(=O)NC3CCCC3)c3ccccc3n2)cc1C	1%	x	x	-47%	9%	x	-7%	22%	-94%[inhibitor]
